PI4K2A inh: inhibitors of human PI4K2A; purified PI4K2A, ADP-Glo luminescence, 1 h; stronger effect = lower value; activity change, negative = inhibition, % at 76.9 µM; 420,000 tested, 0.13% active; in the data active means activity change below about -50%; inconclusive means mostly about -30% to -49%;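 further: -100% = wells without enzyme as full effect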
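PI4K2A activity was measured by ADP-Glo luminescence: enzyme (4 ug/mL stock) and phosphatidylinositol (1.2 mM stock) in Tris pH 7.5/MgCl2/EGTA/Triton X-100 buffer were reacted with ATP (300 microM stock) for one hour at ambient temperature.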
PGK inhibitor: T. brucei PGK inhibition; P07378; PGK/GAPDH coupled, Kinase-Glo luminescence, 60 min; Potency, µM (titrated, usually from 57.5 µM), for inactives: at the highest dose activity change, negative = inhibition, actives largely listed as inhibitors; 380,000 tested, 0.043% active; AID 602233; further: potency means the concentration at half of the fitted maximal effect; on the % scale 0 is the no-effect control and ±100 the full control effect; nearly all actives have a fitted effect of over 60% in size
Target sequence (P07378 whole entry, looked up): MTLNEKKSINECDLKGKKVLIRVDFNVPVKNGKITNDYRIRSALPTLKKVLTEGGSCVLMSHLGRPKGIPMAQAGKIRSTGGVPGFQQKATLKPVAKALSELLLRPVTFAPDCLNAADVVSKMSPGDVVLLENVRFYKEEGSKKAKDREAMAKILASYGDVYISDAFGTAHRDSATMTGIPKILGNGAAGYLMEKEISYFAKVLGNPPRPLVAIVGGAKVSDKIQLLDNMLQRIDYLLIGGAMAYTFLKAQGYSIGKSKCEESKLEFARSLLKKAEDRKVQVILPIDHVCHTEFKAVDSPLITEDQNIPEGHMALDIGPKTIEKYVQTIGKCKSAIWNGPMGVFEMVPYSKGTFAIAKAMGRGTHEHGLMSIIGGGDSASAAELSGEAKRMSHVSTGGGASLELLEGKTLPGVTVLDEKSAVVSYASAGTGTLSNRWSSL
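Luminescent ATP detection (Kinase-Glo Plus) follows a 60-minute room-temperature incubation, with wells lacking PGK as controls. Buffer: 100 mM TEA (pH 7.6), 5 mM MgCl2, 0.01% Tween-20. Coupling enzyme GAPDH (100 nM final) supplies unstable 1,3-BPG in-well.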
GLS inhibitor: inhibitors of human glutaminase (GLS); O94925; GLS enzymatic activity, qHTS titration; Potency, µM (highest dose often 45.5 µM), inactives show at the highest dose activity change, negative = inhibition, hits mostly inhibitors; 410,000 tested, 0.21% active; AID 624170; further: potency means the concentration at half of the fitted maximal effect; on the % scale 0 is the no-effect control and ±100 the full control effect
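Read-out is an Amplex red fluorescence increase coupled through glutamate oxidase and HRP, measured before and after 30 min room-temperature incubation. hKGA is in 45 mM KH2PO4 (pH 8.2) with 0.02% Tween-20; glutamine added as 1mM solution.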
Pin1 inh: human Pin1 inhibition | Potency, µM (doses to about 115 µM), without a hit: at the highest dose activity, negative = inhibition, usual class: inhibitors | Pin1 FP peptide displacement, HiFluor488, 10 min | 390,000 tested, 0.009% active | Q13526; active means well fitted inhibition curve with a large enough effect in the polarisation, with a control signal flat, not every such curve was filed as active; inconclusive means small, poorly fitted or top-dose-only effect, or effect the other way, or a change in a side signal; inactive means no such curve, though single readings can be large or run the other way; the % refers to the polarisation; further: potency means the concentration at half of the fitted maximal effect; on the % scale 0 is the no-effect control and ±100 the full control effect
Target sequence (Q13526 whole entry, looked up): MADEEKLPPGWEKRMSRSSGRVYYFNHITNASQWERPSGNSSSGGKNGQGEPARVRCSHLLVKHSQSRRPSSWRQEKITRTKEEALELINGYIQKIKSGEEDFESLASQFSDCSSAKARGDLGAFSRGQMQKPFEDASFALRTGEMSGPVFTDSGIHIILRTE
HP1b chromo inh: HP1-beta chromodomain-methylated histone interaction inhibition; P83916; AlphaScreen HP1-beta / biotin-H3K9me3 peptide binding; Potency, µM (highest dose often 114 µM), for inactives: at the highest dose activity change, negative = inhibition, hits mostly inhibitors; 390,000 tested, 0.56% active; AID 540317; further: potency means the concentration at half of the fitted maximal effect; nearly all actives have a fitted effect of over 70% in size; inactives centre near 23
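HP1-beta protein (50 nM final) preincubated 30 min at room temperature with biotinylated H3(1-18)K9me3 peptide (50 nM) in PBS pH 7.4, 0.01% Tween-20, then compound added for 30 min. AlphaScreen streptavidin donor/nickel chelate acceptor beads (10 ug/mL final), 30 min dark, luminescence read.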
USP1 inh: USP1/UAF1 (human) deubiquitinase inhibition. recombinant USP1/UAF1, Ub-Rhodamine cleavage fluorescence. Potency, µM (doses to about 57.1 µM), for inactives: top-dose activity change, negative = inhibition, most hits filed as inhibitors. 390,000 tested, 0.23% active. O94782; further: potency means the concentration at half of the fitted maximal effect; on the % scale 0 is the no-effect control and ±100 the full control effect; nearly all actives have a fitted effect of over 60% in size; inactives centre near -12
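Step one: compound is pinned into 1nM USP1/UAF1 in HEPES pH 7.8 buffer with TCEP. Step two: 15 min room-temperature incubation. Step three: Ub-Rho (150nM final) starts cleavage, tracked by fluorescence over six one-minute reads.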
TrxR1 substrate: is turned over as a substrate by rat TrxR1; O89049; purified TrxR1 substrate turnover, NADPH consumption readout; Potency, µM (doses to about 114 µM), for inactives: at the highest dose activity change, negative = substrate turnover; 390,000 tested, 0.01% active; AID 588456; further: potency means the concentration at half of the fitted maximal effect; on the % scale 0 is the no-effect control and ±100 the full control effect; nearly all actives have a fitted effect of over 50% in size
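Rat TrxR1, dispensed at 90 nM, was prereduced with 400 uM NADPH (final) for 5 min at ~22 deg C, then incubated with compound 15 min before 400 uM selenite. A first-read NADPH fluorescence drop versus no-compound background flagged substrates.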
TrxR1 inh: rat TrxR1 inhibition. Potency, µM (highest dose often 114 µM), without a hit: at the highest dose activity change, negative = inhibition, hits mostly inhibitors. recombinant rTrxR1, NADPH fluorescence consumption, selenite substrate. 390,000 tested, 1% active. O89049; further: potency means the concentration at half of the fitted maximal effect; on the % scale 0 is the no-effect control and ±100 the full control effect; nearly all actives have a fitted effect of over 65% in size
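Rat TrxR1 (90 nM in the dispensed reagent) was pre-reduced with 400 uM NADPH for 5 min at room temperature, then incubated with compound for 15 min. After 400 uM selenite was added, NADPH fluorescence (Ex 340/Em 450 nm) was followed for 8 min.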
mIDH1 inhibitor: inhibitors of human mutant IDH1 R132H | O75874 | IDH1-R132H enzyme, NADPH consumption, diaphorase/resazurin fluorescence | Potency, µM (highest dose often 76.6 µM), inactives show at the highest dose activity change, negative = inhibition, actives largely listed as inhibitors | 390,000 tested, 0.093% active | AID 602179; further: potency means the concentration at half of the fitted maximal effect; on the % scale 0 is the no-effect control and ±100 the full control effect; nearly all actives have a fitted effect of over 65% in size
Target sequence (O75874 whole entry R132H, stated change not applied): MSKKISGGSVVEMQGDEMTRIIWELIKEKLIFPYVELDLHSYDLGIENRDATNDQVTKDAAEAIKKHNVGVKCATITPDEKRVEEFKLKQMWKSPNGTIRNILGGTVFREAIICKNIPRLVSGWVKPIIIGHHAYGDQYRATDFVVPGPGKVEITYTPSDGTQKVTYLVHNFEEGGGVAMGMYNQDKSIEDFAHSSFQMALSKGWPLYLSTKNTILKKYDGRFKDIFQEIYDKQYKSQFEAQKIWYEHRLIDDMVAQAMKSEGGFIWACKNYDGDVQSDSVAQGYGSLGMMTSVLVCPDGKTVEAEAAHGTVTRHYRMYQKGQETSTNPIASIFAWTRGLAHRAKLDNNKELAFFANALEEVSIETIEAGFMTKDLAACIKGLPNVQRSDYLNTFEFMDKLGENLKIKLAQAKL
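IDH1-R132H (0.5 ug/mL dispensed) in pH 7.5 Tris buffer was preincubated 30 min with compound, then given a substrate mix of 0.016 mM NADPH and 2 mM alpha-KG for 80 min at room temperature; remaining NADPH was read by diaphorase/resazurin fluorescence.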
* marks the source's active call; other numbers are inactive results; i = inactive; ? = inconclusive; . = no result given; & = joins results of further samples; [ ] = dose if it differs, or a comment. Unless noted, the call rests on the fitted dose curve; in most records, active means well fitted curve in the direction sought with a large enough effect; inconclusive means small, poorly fitted or top-dose-only effect, or another doubt; inactive means no such curve, though single readings can be large; an effect the other way counts as inactive or inconclusive. This is a subset; rates above refer to the full screens.

SMILES	PI4K2A inh	PGK inhibitor	GLS inhibitor	Pin1 inh	HP1b chromo inh	USP1 inh	TrxR1 substrate	TrxR1 inh	mIDH1 inhibitor
N#CCC(CNc1ncc(C(F)(F)F)cc1Cl)OC(=O)c1c(F)cccc1F (configuration not stated)	-2	-2%	-3%	-1%	32%	-15%	1%	24%	10%
CCN(CC(=O)NC1CCCC1)S(=O)(=O)c1ccc(C)cc1	-1	7%	4%	1%	13%	-9%	12%	3%	2%
CCCNC(=S)N1CCC(C(=O)c2ccc(F)cc2)CC1	-1	-1%	0%	1%	27%	-13%	-8%	-9%	2%
C[C@H](NC(=O)c1ncn2c1C(=O)N[C@@H](C)C2)c1ccccc1	-5	-1%	1%	.	.	7%	.	.	-1%
COc1cccc(-c2cc(=O)c3cc(NC(=O)c4ccc(N(C)C)cc4)ccc3[nH]2)c1	-3	1%	4%	?	24%	4%	5%[57.1 µM]	4%[57.1 µM]	-11%
CN(C)C(=O)c1cc(-c2ccccc2)no1	-24	-4%	-4%	-1%	31%	-4%	-1%	3%	0%
O=S(=O)(/N=C(/Nc1cccc2ccccc12)c1ccccc1)c1ccc(F)cc1	2	-3%	18%	-13%	15%	-1%	-3%	-27%	9%
CCOc1ccc(OCCC(=O)OCC(=O)Nc2ccc3c(c2)OCO3)cc1	-2	i	0%	-13%	-20%	-4%	-5%	14%	-3%
C[C@@H]1CN([C@@H](C)CO)C(=O)c2cc(-c3ccccc3F)cnc2O[C@H]1CN(C)Cc1cccc(F)c1	-4	-2%	3%	.	.	-24%	.	.	12%
CCCCNC(=O)COC(=O)c1cc(Br)ccc1Cl	8	3%	8%	-4%	46%[activator]	-8%	5%	1%	2%
Cc1cc(C)cc(-n2cnc3cc(C(=O)NCCc4ccccc4)ccc32)c1	-13	1%	1%	1%	-7%	-23%	-4%[57.1 µM]	5%[57.1 µM]	25%
COc1cc(C2C=C(c3cccs3)Nc3ncnn32)cc(OC)c1OC (configuration not stated)	5	-4%	2%	?	31%	?	-15%[57.1 µM]	-47%	2%
COc1cc(/C=C2\SC(N)=NC2=O)ccc1OCC(=O)Nc1ccccc1C	3	i	-6%	149%[activator]	12%	-14%	-8%	13%	0%
O=C(c1ccco1)N1CCN(c2nc3ccsc3c(=O)s2)CC1	0	-7%	2%	-3%	21%	-17%	5%[57.1 µM]	-2%[57.1 µM]	11%
CS(=O)(=O)N(CC(=O)NCc1ccc(Cl)cc1)C1CCCCC1	13	-2%	?	0%	?	-7%	-6%	3%	0%
C[C@@H]1CCC(=O)N(CC[C@H](Sc2ccccc2)c2ccccc2)CC1	1	12%	12%	?	117%[activator]	8%	4%[57.1 µM]	-6%[57.1 µM]	4%
COC(=O)CCn1c(C)cc(C(=O)COc2ccccc2C(N)=O)c1C	-1	i	-3%	2%	-16%	-4%	-7%[57.1 µM]	38%[57.1 µM]	2%
Cc1cc(NC(=O)C2C3C(=O)N(Cc4ccc(Cl)cc4)C(C(=O)NC(C)(C)C)C34C=CC2(C)O4)no1 (configuration not stated)	-1	-2%	-1%	-2%	51%	-15%	-8%	-11%	8%
O=C(NCCCn1ccnc1)C(=O)NCC1OCCN1S(=O)(=O)c1ccc2c(c1)OCCO2 (configuration not stated)	6	i	-12%	-4%	1%	-14%	8%	18%	0%
C=CCN1C(=NC(=O)CC)SC2CS(=O)(=O)CC21 (configuration not stated)	8	i	1%	3%	65%[activator]	-2%	6%[57.1 µM]	-2%[57.1 µM]	3%
Cc1cc(C)n2nc(SC(C)C(=O)N(C)C3CCCCC3)nc2n1 (configuration not stated)	-2	i	-5%	-1%	32%	-11%	-2%[57.1 µM]	13%[57.1 µM]	0%
COc1cccc(NC(=O)CN(C)C(C)C(=O)NC(C)c2ccc(Cl)cc2Cl)c1 (configuration not stated)	0	3%	5%	0%	40%[activator]	-16%	2%	14%	5%
N#Cc1nc(-c2ccc(COc3ccccc3)o2)oc1NCc1ccccc1	0	-5%	9%	23%	-1%	-15%	14%	19%	-15%
CCOC(=O)c1cn2cccnc2n1	-4	-5%	-11%	0%	28%	-14%	407%[activator]	?	9%
CN(C/C=C/C#CC(C)(C)C)Cc1cccc2ccccc12	4&-2	-3%	10%&-2%	1%	37%[activator]	?	-12%	-22%	4%
CN(C)NC(=O)c1cccc(Cl)c1	0	-4%	-21%	-7%	3%	1%	15%[57.1 µM]	22%	8%
CCOc1ccc(/C=C/C(=O)Nc2sc3c(c2C(=O)OC)CCC3)cc1	1	2%	3%	2%	25%	5%	3%	-8%	0%
CCCc1ccc(OCc2ccccc2)c2c(=O)cc(C(=O)OCC)oc12	5	i	-2%	-7%	23%	-6%	-4%	13%	-11%
O=C(NCc1ccccn1)c1ccc(Cn2cc(C(F)(F)F)ccc2=O)cc1	7	1%	-7%	4%	44%[activator]	-13%	-2%	-3%	-4%
CS(=O)(=O)Nc1ccc(C(=O)NC2CC3CCC2C3)cc1 (configuration not stated)	7	4%	4%	4%	20%	-16%	10%[11.4 µM]	17%[11.4 µM]	0%
Cc1ccc(NC(=O)Cn2c(C)csc2=O)cc1	0	-4%	3%	-7%	3%	-24%	1%[57.1 µM]	1%[57.1 µM]	-5%
CSc1ccccc1NC(=O)CN(C)CC(=O)Nc1ccc(S(=O)(=O)N2CCCC2)cc1	-7	9%	-5%	-2%	27%	?	-5%	-10%	-10%
O=C(COC(=O)c1cccnc1Cl)NC1CCCCCC1	4	i	0%	-12%	32%[57 µM]	-4%	14%[2.29 µM]	30%[2.29 µM]	1%
CCOC(=O)c1cn(CC)c2ccc(S(=O)(=O)N3CC(C)CC(C)C3)cc2c1=O (configuration not stated)	10	i	-5%	0%	52%[activator]	-10%	-6%	5%	8%
CCc1ccc(C(C)NC(=O)C2CCCO2)cc1 (configuration not stated)	-2	4%	0%	-1%	30%	2%	-6%	-5%	-10%
Cc1cccc(N2CC(C(=O)Nc3ccccc3N3CCCC3)CC2=O)c1C (configuration not stated)	0	4%	7%	-1%	26%	-10%	6%[57.1 µM]	6%	-1%
CCc1cccc(CC)c1NC(=O)COC(=O)c1cccc(-c2ccc(OC(C)=O)cc2)c1	-1	4%	6%	2%	13%	0%	-6%	-2%	-1%
CN(c1ccc(OCC(=O)N2CCCCC2)cc1)S(=O)(=O)c1cccs1	7	-1%	-10%	4%	45%[activator]	-21%	0%	4%	3%
NC(=O)c1c(N)sc(=S)n1CC1CCCO1 (configuration not stated)	3	8%	-11%	-2%	-10%	-11%	-13%	-8%	14%
Cn1c(=O)c2c(ncn2CC(=O)Nc2ccc(N3CCOCC3)cc2)n(C)c1=O	-2	-1%	36%[activator]	4%	42%[activator]	-2%	-2%	11%	6%

Some of the entries above, set out differently:
Below each SMILES: PI4K2A inh | PGK inhibitor | GLS inhibitor | Pin1 inh | HP1b chromo inh | USP1 inh | TrxR1 substrate | TrxR1 inh | mIDH1 inhibitor
> O=C(COC(=O)c1cccnc1Cl)NC1CCCCCC1
 : 4 | i | 0% | -12% | 32%[57 µM] | -4% | 14%[2.29 µM] | 30%[2.29 µM] | 1%
> CCOC(=O)c1cn(CC)c2ccc(S(=O)(=O)N3CC(C)CC(C)C3)cc2c1=O (configuration not stated)
 : 10 | i | -5% | 0% | 52%[activator] | -10% | -6% | 5% | 8%
> CCc1ccc(C(C)NC(=O)C2CCCO2)cc1 (configuration not stated)
 : -2 | 4% | 0% | -1% | 30% | 2% | -6% | -5% | -10%

The list continues.
SMILES	PI4K2A inh	PGK inhibitor	GLS inhibitor	Pin1 inh	HP1b chromo inh	USP1 inh	TrxR1 substrate	TrxR1 inh	mIDH1 inhibitor
Cc1ccc(CN2CCN(/N=C/c3ccc(O)c(O)c3)CC2)cc1	-14	-5%	?	-8%	20µM*	-20%	2%	-20%	-4%
CC(=O)c1ccc(NC(=O)CSc2nnc(NC(=O)C3CC3)s2)cc1	-4	4%	3%	3%	25%	-19%	4%	14%	7%
O=c1c2c3c(sc2n2c(=S)[nH]nc2n1-c1ccccc1)CCC3	3	5%	-20%	0%	4%	-18%	3%[57.1 µM]	-9%[57.1 µM]	6%
C/C(CC(=O)Nc1ccc(OCc2ccccc2)cc1)=N\NC(=O)C(=O)Nc1cccc(C)c1	-1	-4%	8%	3%	22%	-6%	-6%	?	2%
CC(=O)c1ccc(N2C(=O)N(Cc3ccc(F)cc3)c3ccccc3S2(=O)=O)cc1	2	-4%	5%	7%	-6%	-14%	-4%[57.1 µM]	13%[57.1 µM]	5%
CCCOc1cc(C)c(S(=O)(=O)NC2CC(C)(C)NC(C)(C)C2)cc1C	-4	i	-1%	-3%	12%	-8%	1%	0%	7%
CC(C)c1ccc(S(=O)(=O)Nc2ccc(-n3cnnn3)cc2)cc1	1	3%	7%	9%	19%	-5%	-9%	-10%	-5%
CN(CC(=O)Nc1cccc(F)c1)C(=O)c1cccc(S(=O)(=O)N2CCN(Cc3ccccc3)CC2)c1	-2	2%	1%	.	.	-10%	.	.	-3%
O=C(c1cccc(S(=O)(=O)N2CCOCC2)c1)N1CCN(c2ccccc2)CC1	-3	i	20%	0%	10%	-19%	0%	8%	4%
Cc1ccc2[nH]cc(S(=O)(=O)c3ccc(F)cc3)c(=O)c2c1	2	-3%	?	2%	16%[57 µM]	-17%	-2%	10%	0%
CCCCOc1ccc(SCCCN2CCOCC2)cc1	3	i	11%	-5%	1%	-4%	-5%	9%	0%

Screening results as filed in PubChem.
